TrxR1 substrate = rat thioredoxin reductase 1 substrate activity; O89049; purified TrxR1 substrate turnover, NADPH consumption readout; Potency, µM (highest dose often 114 µM), without a hit: at the highest dose activity change, negative = substrate turnover; 0.01% of 390,000 active; further: potency means the concentration at half of the fitted maximal effect; on the % scale 0 is the no-effect control and ±100 the full control effect; nearly all actives have a fitted effect of over 50% in size
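Rat TrxR1, dispensed at 90 nM, was prereduced with 400 uM NADPH (final) for 5 min at ~22 deg C, then incubated with compound 15 min before 400 uM selenite. A first-read NADPH fluorescence drop versus no-compound background flagged substrates.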
TrxR1 inh = inhibitors of rat thioredoxin reductase 1. O89049. recombinant rTrxR1, NADPH fluorescence consumption, selenite substrate. Potency, µM (titrated, usually from 114 µM), for the others: at the highest dose activity change, negative = inhibition, hits mostly inhibitors. 1% of 390,000 active. AID 588453; further: potency means the concentration at half of the fitted maximal effect; on the % scale 0 is the no-effect control and ±100 the full control effect; nearly all actives have a fitted effect of over 65% in size
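Rat TrxR1 (90 nM in the dispensed reagent) was pre-reduced with 400 uM NADPH for 5 min at room temperature, then incubated with compound for 15 min. After 400 uM selenite was added, NADPH fluorescence (Ex 340/Em 450 nm) was followed for 8 min.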
TRHR ag = agonists of human TRH receptor; activation, % at 2 µM; TRHR cells, calcium flux fluo-8, FDSS agonist mode; 0.18% of 360,000 active; P34981; in the data active means activation above about 30%; further: 0% is about no effect
Target sequence (P34981 whole entry, looked up): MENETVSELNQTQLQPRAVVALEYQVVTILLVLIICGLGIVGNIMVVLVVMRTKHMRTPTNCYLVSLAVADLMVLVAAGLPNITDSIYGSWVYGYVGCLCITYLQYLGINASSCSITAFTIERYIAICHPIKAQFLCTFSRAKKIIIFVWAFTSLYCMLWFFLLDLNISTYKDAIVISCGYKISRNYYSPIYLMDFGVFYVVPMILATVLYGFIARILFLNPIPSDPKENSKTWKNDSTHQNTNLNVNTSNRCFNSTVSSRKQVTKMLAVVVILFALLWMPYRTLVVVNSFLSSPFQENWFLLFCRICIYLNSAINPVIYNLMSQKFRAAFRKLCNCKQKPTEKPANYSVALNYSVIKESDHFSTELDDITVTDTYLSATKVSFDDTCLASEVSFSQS
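Read-out: compound-evoked intracellular calcium rise in TRHR cells, fluo-8 dye, kinetic FDSS fluorescence at 1 s/cycle following a 10-cycle baseline. Cells cultured overnight before dye loading (30 min–1.5 h, RT).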
D2 agonist = activates the human D2 dopamine receptor | HEK293 T-REx D2 cells, calcium flux agonist mode | activation, % at 2 µM | 0.53% of 340,000 active;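 active means activation over 3 SD above normal in the single-dose calcium agonist read, cut at about 30% in these data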; further: 0% is about no effect
Target sequence (P14416 whole entry, looked up): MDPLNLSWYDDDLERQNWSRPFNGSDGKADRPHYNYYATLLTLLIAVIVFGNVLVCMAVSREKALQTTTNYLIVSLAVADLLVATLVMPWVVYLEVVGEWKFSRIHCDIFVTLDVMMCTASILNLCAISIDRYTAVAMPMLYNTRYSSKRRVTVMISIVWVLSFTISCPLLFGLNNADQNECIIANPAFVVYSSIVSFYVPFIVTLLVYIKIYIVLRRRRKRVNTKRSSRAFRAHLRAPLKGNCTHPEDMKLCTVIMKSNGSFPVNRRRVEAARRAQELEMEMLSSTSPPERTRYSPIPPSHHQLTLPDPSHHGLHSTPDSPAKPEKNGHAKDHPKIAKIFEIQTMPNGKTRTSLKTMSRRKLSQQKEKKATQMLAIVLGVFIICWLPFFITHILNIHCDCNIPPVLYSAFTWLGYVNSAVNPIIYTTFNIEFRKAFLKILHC
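Calcium-flux readout, 1 cycle/sec over 180 s following compound pin transfer, in inducible HEK293 Trex D2 cells (force-coupled); dopamine controls included. Positive calcium responses during this window marked compounds as potential agonists.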
TRHR PAM = allosterically enhances the human TRH receptor. TRHR cells, fluo-8 calcium fluorescence, EC20 TRH enhancement. 0.66% of 360,000 active. AID 493056. enhancement, % at 2 µM. P34981; in the data active means enhancement above about 30%; further: 0% is about no effect
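TRHR-expressing cells loaded with fluo-8 calcium dye were read kinetically (ex 480/em 530) during compound addition, then stimulated with an EC20 of TRH (10 nM final). Enhancement of the Gq-mediated intracellular calcium response was scored.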
mIDH1 inhibitor = inhibitors of human mutant IDH1 R132H; O75874; IDH1-R132H enzyme, NADPH consumption, diaphorase/resazurin fluorescence; Potency, µM (doses to about 76.6 µM), for inactives: at the highest dose activity change, negative = inhibition, most hits filed as inhibitors; 0.093% of 390,000 active; AID 602179; further: potency means the concentration at half of the fitted maximal effect; on the % scale 0 is the no-effect control and ±100 the full control effect; nearly all actives have a fitted effect of over 65% in size
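IDH1-R132H (0.5 ug/mL dispensed) in pH 7.5 Tris buffer was preincubated 30 min with compound, then given a substrate mix of 0.016 mM NADPH and 2 mM alpha-KG for 80 min at room temperature; remaining NADPH was read by diaphorase/resazurin fluorescence.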
D2 antag = D2 dopamine receptor (human) antagonism. P14416. HEK293 TREx D2 cells, calcium flux, dopamine EC80. inhibition, % at 10 µM. 2% of 340,000 active. AID 485344; in the data active means inhibition above about 30%; further: 0% is about no effect
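Cells plated overnight at 30 C with tetracycline; no-wash calcium dye, 30–90 min RT; 10 s baseline; compound pinned; 180 s read; EC80 dopamine added; another 180 s read.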
USP1-UAF1 inh = USP1/UAF1 (human) deubiquitinase inhibition; 0.23% of 390,000 active; O94782; recombinant USP1/UAF1, Ub-Rhodamine cleavage fluorescence; AID 743255; Potency, µM (series often up to 57.1 µM), without a hit: top-dose activity change, negative = inhibition, hits mostly inhibitors; further: potency means the concentration at half of the fitted maximal effect; on the % scale 0 is the no-effect control and ±100 the full control effect; nearly all actives have a fitted effect of over 60% in size; inactives centre near -12
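In this screen, compounds sit with the deubiquitinase complex (1nM) for 15 min at room temperature before Ub-Rho is added at 150nM final. Fluorescence rise is then followed for 6 reads every 60 seconds.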
PI4K2A inh = inhibitors of human PI4K2A; Q9BTU6; purified PI4K2A, ADP-Glo luminescence, 1 h; hits give low values; activity change, negative = inhibition, % at 76.9 µM; 0.13% of 420,000 active; in the data active means activity change below about -50%; inconclusive means mostly about -30% to -49%;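 further: -100% = wells without enzyme as full effect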
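ADP-Glo luminescence measured ADP generated by PI4K2A enzyme (4 ug/mL before mixing) with 1.2 mM PI substrate (pre-mix) and 300 microM ATP (pre-mix). Tris pH7.5 buffer with MgCl2, Triton X-100; 1 h reaction at ambient temperature.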
* hit, by the source's call; ? = inconclusive; / = not tested or not shown; [ ] = another dose, or the depositor's remark. Unless noted, the call rests on the fitted dose curve; in most records, active means well fitted inhibition curve with a large enough effect; inconclusive means small, poorly fitted or top-dose-only effect; inactive means no such curve, though single readings can be large or run the other way.

| entry | mol | TrxR1 substrate | TrxR1 inh | TRHR ag | D2 agonist | TRHR PAM | mIDH1 inhibitor | D2 antag | USP1-UAF1 inh | PI4K2A inh |
| --- | --- | --- | --- | --- | --- | --- | --- | --- | --- | --- |
| 1 | COc1ccc(CCC(=O)NCCc2cnc[nH]2)cc1 | 9% | 23% | -0.1 | -0.7 | -3 | 0% | 7 | -19% | 6 |
| 2 | COc1ccc(-c2nn(CCC#N)cc2C(=O)Nc2ccccc2Br)cc1[N+](=O)[O-] | -3% | 8% | 0.0 | / | 6 | -8% | / | 3% | 9 |
| 3 | N=C1c2ccccc2CN1NC(=O)c1ccc(F)cc1 | 5% | 18% | -0.4 | -0.6 | 0 | -5% | -4 | -3% | 2 |
| 4 | CC(=O)NN1C(=O)c2ccccc2NC1c1cccnc1 (stereo unspecified) | 78%[activator] | 14% | 0.0 | -0.5 | -6 | 12% | -3 | 2% | 3 |
| 5 | O=C(Nc1ccc2c(c1)OCO2)c1cccn(Cc2cccc([N+](=O)[O-])c2)c1=O | 3%[57.1 µM] | 19%[57.1 µM] | 0.2 | 4.6 | 1 | -6% | / | -11% | 0 |
| 6 | CCN1CCN(Cc2nnnn2C(C)(C)C)CC1 | 14%[57.1 µM] | 10% | 11 | 0.0 | -15 | 0% | 2 | -22% | -8 |
| 7 | COc1ccc(-c2cc3nc(C)c(CCC(=O)N4CCN(c5cc(C)ccc5C)CC4)c(C)n3n2)c(OC)c1 | 18% | 41%[activator] | -0.2 | 0.7 | 1 | 3% | / | -22% | -8 |
| 8 | CC(C(=O)c1c[nH]c2ccccc12)N1CCN(C(=O)c2ccco2)CC1 (stereo unspecified) | 3%[57.1 µM] | 5%[57.1 µM] | 0.7 | -0.4 | -2 | 5% | -14 | -4% | 3 |
| 9 | Cc1ccccc1CN1CCCN(Cc2ccc(Cl)cc2)S1(=O)=O | -6% | -2% | 0.8 | 1.4 | -4 | -1% | 4 | -14% | 7 |
| 10 | C=CCn1c(O)c(C(C)=NCc2ccco2)c(=O)[nH]c1=O | -4% | -20% | 0.2 | / | 2 | 1% | / | -10% | -4 |
| 11 | COCCCN1CCN(c2nnc3n2-c2sc(Br)cc2C(c2ccccc2Cl)=NC3)CC1 | -7% | -4% | -0.4 | -0.5 | -7 | 1% | 16 | -13% | 11 |
| 12 | CN(C)C(Cc1ccccc1)C(=O)c1ccc(-c2ccccc2)cc1 (stereo unspecified) | 4% | ? | 1.2 | -0.5 | -2 | 4% | -12 | -6% | 3 |
| 13 | CN1C2CCC1CC(OC(=O)c1ccc(Cl)cc1)C2 (stereo unspecified) | 8%[57.1 µM] | 18%[57.1 µM] | 0.8 | / | 3 | 4% | / | 1% | 8 |
| 14 | Cc1ccc2[nH]c(C)c(CCNCc3ccco3)c2c1 | 8% | 7% | 0.6 | 0.1 | -4 | -11% | -7 | -9% | 3 |
| 15 | O=c1[nH]c(O)c(/C=C2\C=Nc3ccc(OCc4ccccc4)cc32)c(=O)[nH]1 | -11% | -26% | 1.3 | 0.8 | -3 | -11% | 14 | -21% | -13 |
| 16 | CCN1CCN(C(=O)Cc2ccccc2OC)CC1 | -5% | 9% | 0.2 | 0.9 | -1 | -6% | 7 | -11% | 2 |
| 17 | CC(=O)c1ccc(OC(C)C)c(Cc2c(O)[nH]c(=S)[nH]c2=O)c1 | -2% | 1% | 1.1 | / | 0 | 3% | / | -22% | 3 |
| 18 | CCOC(=O)[C@@H]1[C@H]2COc3ccc(Br)cc3[C@H]2N2C(=O)N(c3cccc(C)c3)C(=O)[C@]12C | 7% | 39%[activator] | / | / | / | -1% | / | -25% | 0 |
| 19 | CC(C)(C)NC(=O)Cn1cc(C(=O)c2ccccc2F)c2ccccc21 | 2% | -7% | -0.5 | 0.0 | 1 | 3% | 12 | -17% | 4 |
| 20 | Cc1cc(OCC(=O)O)c2c3c(c(=O)oc2c1)CCCC3 | 251%[activator] | ? | 0.4 | 0.1 | -4 | 0% | 24 | 0% | -12 |
| 21 | O=[N+]([O-])c1ccccc1CN1CC=C(c2ccc(F)cc2)CC1 | -3% | 13% | 0.6 | -0.2 | -2 | -1% | 18 | -5% | -3 |
| 22 | CC(Cc1ccccc1)[n+]1cc(/N=C(\[O-])Nc2ccccc2)on1 (stereo unspecified) | -5% | 0% | -0.3 | 1.0 | 2 | 2% | -17 | 2% | 1 |
| 23 | CCn1c(NN=O)nc2ccccc21 | -6% | -6% | -0.4 | -0.9 | -3 | 3% | 9 | -2% | -27 |
| 24 | OC(CNC1CCCCC1)C(F)(F)F (stereo unspecified) | 7%[57.1 µM] | 17%[57.1 µM] | -0.7 | -0.7 | -1 | 3% | 40* | -4% | 10 |

Molecules shown so far containing an aryl methoxy group, in the order listed:
| entry | mol | TrxR1 substrate | TrxR1 inh | TRHR ag | D2 agonist | TRHR PAM | mIDH1 inhibitor | D2 antag | USP1-UAF1 inh | PI4K2A inh |
| --- | --- | --- | --- | --- | --- | --- | --- | --- | --- | --- |
| 1 | COc1ccc(CCC(=O)NCCc2cnc[nH]2)cc1 | 9% | 23% | -0.1 | -0.7 | -3 | 0% | 7 | -19% | 6 |
| 2 | COc1ccc(-c2nn(CCC#N)cc2C(=O)Nc2ccccc2Br)cc1[N+](=O)[O-] | -3% | 8% | 0.0 | / | 6 | -8% | / | 3% | 9 |
| 7 | COc1ccc(-c2cc3nc(C)c(CCC(=O)N4CCN(c5cc(C)ccc5C)CC4)c(C)n3n2)c(OC)c1 | 18% | 41%[activator] | -0.2 | 0.7 | 1 | 3% | / | -22% | -8 |
| 16 | CCN1CCN(C(=O)Cc2ccccc2OC)CC1 | -5% | 9% | 0.2 | 0.9 | -1 | -6% | 7 | -11% | 2 |

Structural class: those above containing a tert-butyl group.
| entry | mol | TrxR1 substrate | TrxR1 inh | TRHR ag | D2 agonist | TRHR PAM | mIDH1 inhibitor | D2 antag | USP1-UAF1 inh | PI4K2A inh |
| --- | --- | --- | --- | --- | --- | --- | --- | --- | --- | --- |
| 6 | CCN1CCN(Cc2nnnn2C(C)(C)C)CC1 | 14%[57.1 µM] | 10% | 11 | 0.0 | -15 | 0% | 2 | -22% | -8 |
| 19 | CC(C)(C)NC(=O)Cn1cc(C(=O)c2ccccc2F)c2ccccc21 | 2% | -7% | -0.5 | 0.0 | 1 | 3% | 12 | -17% | 4 |

(cont.)
| entry | mol | TrxR1 substrate | TrxR1 inh | TRHR ag | D2 agonist | TRHR PAM | mIDH1 inhibitor | D2 antag | USP1-UAF1 inh | PI4K2A inh |
| --- | --- | --- | --- | --- | --- | --- | --- | --- | --- | --- |
| 25 | CCCCn1c(=O)c(C(=O)Nc2cnccn2)c(O)c2ccccc21 | 10%[57.1 µM] | 9%[57.1 µM] | -0.7 | 0.2 | -3 | 3% | 2 | -2% | 5 |
| 26 | COc1cccc(N2C(=O)NC(=O)/C(=C\c3cn(C)c4ccccc34)C2=O)c1 | -1% | -13% | 2.4 | 0.8 | -1 | 2% | 5 | 11µM* | -6 |
| 27 | CC1[C@H]2Cc3ccc(O)cc3[C@]1(C)CCN2C (stereo partly specified) | -6% | -2% | / | / | / | 3% | / | -13% | -3 |
| 28 | O=C(O)c1cccc2nc3ccccc3nc12 | -3% | -4% | 0.6 | -0.8 | 4 | 0% | 3 | -13% | 1 |
| 29 | O=C(Nc1ccccc1)c1cccn(Cc2ccccc2)c1=O | -4%[57.1 µM] | 15%[11.4 µM] | -4.2 | 0.9 | -3 | 8% | -3 | ? | 0 |
| 30 | CCC(Oc1cc(Cl)ccc1Cl)C(=O)N1CCC2(CC1)OCCO2 (stereo unspecified) | 7% | 26% | 0.4 | 0.3 | -6 | 7% | -12 | -29% | -2 |
| 31 | COc1ccc(C(=O)Oc2cccc3cccnc23)cc1S(=O)(=O)N1CCOCC1 | 1% | 11% | -0.3 | 0.1 | -6 | 2% | 8 | -26% | -5 |
| 32 | CCCCc1nn2c(=O)cc(COC(=O)Cc3ccccc3)nc2s1 | 5%[57.1 µM] | 27%[57.1 µM] | -0.3 | 2.2 | 4 | 0% | / | -5% | 0 |
| 33 | Cc1ccc(-n2c(O)c(C=Nc3ccc(S(N)(=O)=O)cc3)c(=O)[nH]c2=O)cc1 | -9% | -4% | 0.1 | 2.7 | 0 | -1% | 12 | -20% | -1 |
| 34 | CN1C[C@H](C(=O)NC2(C)OC3(O)[C@@H]4CCCN4C(=O)[C@H](Cc4ccccc4)N3C2=O)CC2c3cccc4[nH]cc(c34)C[C@H]21 (stereo partly specified) | -4% | 9% | / | / | / | 1% | / | -15% | 8 |
| 35 | CC(C)c1ccc(NC(=O)CN2C(=O)CN=C(c3ccccc3)c3ccccc32)cc1 | 5% | 25% | -0.2 | 0.4 | 0 | -2% | / | -17% | -2 |
| 36 | C=CCn1c(C)c(C=C2C(=O)NC(=O)NC2=O)c2ccccc21 | -10% | -29% | 0.2 | 1.2 | 1 | 8% | 6 | -19% | -19 |
| 37 | CCC(=NCCN1CCOCC1)c1c(O)n(-c2ccccc2C)c(=O)[nH]c1=O | 13%[57.1 µM] | ? | 0.1 | -0.3 | -8 | 1% | -8 | -17% | 2 |
| 38 | CCCCC(=O)N/N=C/c1c(O)n(-c2cccc3ccccc23)c(=O)[nH]c1=O | -7% | 6% | 0.4 | -1.4 | -6 | -3% | -6 | -5% | -5 |
| 39 | COc1ccc(C2SCC(=O)Nc3c2c(=O)[nH]n3C2CCCCC2)cc1 (stereo unspecified) | 13% | 16%[57.1 µM] | -0.6 | -0.2 | 19 | -8% | 9 | -20% | -2 |
| 40 | COC(=O)C1=C(c2ccc(OC(F)(F)F)cc2)C[C@@H]2CC[C@H]1N2C(=O)NCc1cccc2ccccc12 | 3% | 18% | 0.6 | 0.7 | 7 | 0% | -28 | -23% | -4 |
| 41 | Cc1ccc(S(=O)(=O)N2CC3CC(C2)c2cccc(=O)n2C3)cc1 (stereo unspecified) | 7%[57.1 µM] | 22%[57.1 µM] | -1.0 | -0.6 | 0 | 7% | 16 | -4% | 1 |
| 42 | CCCCCCn1c(O)c(C=NCCN2CCCCC2)c(=O)[nH]c1=O | -4% | -8% | 0.7 | 0.8 | -2 | 2% | 11 | -11% | -12 |

Source: PubChem BioAssay (National Center for Advancing Translational Sciences (NCATS))

Some of the compounds tested; count on the stated rates, not on these rows.
